TbREL1 inh = TbREL1 inhibition, primary screen; TbREL1 RNA ligation, FRET fluorescence; inhibition, % at 9.66 µM; 89,000 compounds, 0.49% hits; AID 1117264;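 active means inhibition above the mean inhibition across all screened compounds plus 3 SD, cut at about 11% in these data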;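 further: 0% = plate median of test wells and 100% = NSC42067 control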
Target sequence (P86926 whole entry, looked up): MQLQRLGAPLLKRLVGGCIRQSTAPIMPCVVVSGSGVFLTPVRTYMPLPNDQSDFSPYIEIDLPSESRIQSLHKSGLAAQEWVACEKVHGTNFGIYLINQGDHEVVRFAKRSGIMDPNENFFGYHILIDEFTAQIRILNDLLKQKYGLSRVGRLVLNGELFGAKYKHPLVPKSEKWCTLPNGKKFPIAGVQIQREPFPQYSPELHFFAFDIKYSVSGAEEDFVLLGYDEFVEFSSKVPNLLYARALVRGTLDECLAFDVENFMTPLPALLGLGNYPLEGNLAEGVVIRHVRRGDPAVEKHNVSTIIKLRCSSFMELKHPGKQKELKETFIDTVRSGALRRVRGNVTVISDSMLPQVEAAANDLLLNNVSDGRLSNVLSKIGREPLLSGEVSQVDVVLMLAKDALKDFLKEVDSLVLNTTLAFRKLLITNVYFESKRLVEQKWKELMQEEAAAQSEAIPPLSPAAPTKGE
The depositor's hits bear a star. These rows are one share of the data. The share of hits here may be higher or lower than overall.

The opening 2 records, to show the layout:
TbREL1 inh,canonical_smiles
-4,Cc1cc2cc(CN(CC3CCCO3)C(=S)Nc3ccccc3)c(=O)[nH]c2cc1C (stereo not given)
-1,Cn1c(NCCCO)nc2c1c(=O)n(Cc1ccccc1F)c(=O)n2C

The list itself (from the top)
TbREL1 inh,canonical_smiles
-4,Cc1cc2cc(CN(CC3CCCO3)C(=S)Nc3ccccc3)c(=O)[nH]c2cc1C (stereo not given)
-1,Cn1c(NCCCO)nc2c1c(=O)n(Cc1ccccc1F)c(=O)n2C
-1,COC(=O)[C@]12CCCCC=C1N(CCc1ccc(OC)c(OC)c1)C(=O)[C@H](CC(=O)NCc1cccc3ccccc13)C2
0,O=C(O)CCCNC(=O)/C(=C\C=C\c1ccccc1)NC(=O)c1ccccc1Cl
-1,CCCCCC(=O)N1CCN(CCN=CC2=C(O)CC(c3ccc(OC)cc3)CC2=O)CC1 (stereo not given)
0,COc1ccccc1N1N=C(C(=O)c2ccccc2)C2C(=O)N(c3ccc(Br)cc3)C(=O)C21 (stereo not given)
-2,CCn1c(SCc2ccc(F)cc2)nnc1-c1nn(-c2ccccc2)ccc1=O
-1,Cc1cc(C)cc(N(C(=O)c2nsc(Cl)c2Cl)C(C(=O)NC2CCCC2)c2ccc(O)cc2)c1 (stereo not given)
-3,Cc1ccc(-c2csc(NCCc3nc4cc(Cl)c(Cl)cc4n3CCOCCO)n2)cc1
-1,CCOC(=O)C1=C(COC(=O)CCOc2ccc(OC)cc2)NC(=O)NC1C (stereo not given)
-3,O=C(NC1CCCCN(Cc2ccc(Cl)cc2)C1=O)c1ccccn1 (stereo not given)
-2,CCOC(=O)C1=C(C)NC(=O)CC1c1ccccc1OC (stereo not given)
-6,C/C(=N\NC(=O)COc1ccc(C)cc1Br)c1cc([N+](=O)[O-])cs1
1,Cc1cc(NS(=O)(=O)c2ccc(NC(=O)/C=C/c3c(F)cccc3Cl)cc2)nc(C)n1
-2,CCC(=O)N1CCc2cc(Br)c(S(=O)(=O)NC3CCN(Cc4ccccc4)CC3)cc21
-2,COc1cc(NS(=O)(=O)c2ccc(NC(=O)COc3ccccc3Cl)cc2)nc(OC)n1
2,COc1cc(/C=C2/SC(N)=NC2=O)ccc1Oc1ccc([N+](=O)[O-])cc1[N+](=O)[O-]
3,Nc1cccnc1Oc1ccc(F)cc1
-1,COc1ccccc1-c1oc2ccccc2c1-c1ccccc1OC
-2,Nc1nnc(N2CCc3ccccc32)s1
4,Cc1cc(C(=O)OCC(=O)Nc2cc(C(F)(F)F)ccc2N2CCOCC2)c(C)o1
-4,CN(C)S(=O)(=O)c1ccc(Cl)c(NC(=O)CN2CCc3ccccc3C2)c1
-3,Cc1nnc(SCC2=C(C(=O)O)N3C(=O)C(NC(=O)Cc4ccccc4)C3SC2)s1 (stereo not given)
0,COc1ccc(NC(=O)c2c(C(F)(F)F)nn(C)c2Cl)cc1
0,COc1cc(/C=C2\SC(=S)N(Nc3ncc(C(F)(F)F)cc3Cl)C2=O)cc(OC)c1OC
-2,COCCn1c(N)c(N(Cc2ccccc2)C(=O)C2=COCCO2)c(=O)[nH]c1=O
3,O=C(N/C(=C/c1cccc([N+](=O)[O-])c1)C(=O)N1CCCCC1)c1cccs1
2,FC(F)(F)c1ccc(-n2ccnc2)nc1
-4,Cn1c(=O)c2c(nc(NCCCN3CCOCC3)n2Cc2cccc(Cl)c2)n(C)c1=O
5,COCCCNC(=O)[C@H]1O[C@@H](n2cnc3c(=O)[nH]c(N)nc32)[C@H](O)[C@@H]1O

Copied from the list.
In TbREL1 inh, `Cc1cc(C(=O)OCC(=O)Nc2cc(C(F)(F)F)ccc2N2CCOCC2)c(C)o1` has 4
In TbREL1 inh, `CCOC(=O)C1=C(COC(=O)CCOc2ccc(OC)cc2)NC(=O)NC1C` (stereo not given) has -1
In TbREL1 inh, `O=C(O)CCCNC(=O)/C(=C\C=C\c1ccccc1)NC(=O)c1ccccc1Cl` has 0
In TbREL1 inh, `COc1cc(NS(=O)(=O)c2ccc(NC(=O)COc3ccccc3Cl)cc2)nc(OC)n1` has -2
In TbREL1 inh, `Cc1nnc(SCC2=C(C(=O)O)N3C(=O)C(NC(=O)Cc4ccccc4)C3SC2)s1` (stereo not given) has -3

(cont.)
TbREL1 inh,canonical_smiles
9,N=c1c(S(=O)(=O)c2ccc(Cl)cc2)cc2c(=O)n3ccccc3nc2n1C1CCCCC1
1,CC1(CCc2ccccc2)NC(=O)N(CC(=O)O)C1=O (stereo not given)
-1,Cc1ccc(/C=N/Nc2ccc(Cl)nn2)cc1
0,O=C(COc1ccc(Cl)cc1Cl)NCC1(N2CCOCC2)CCCCC1
6,O=C(Cn1cnc2c(nnn2Cc2ccc(F)cc2)c1=O)NCc1ccco1
2,COc1ccc(N(C(=O)c2cccnc2)S(=O)(=O)c2ccccc2)cc1
-2,C=Cc1ccc(Cn2c(C)c(C(=O)NCc3ccc(C#N)cc3)sc2=O)cc1
-1,Cc1ccccc1CCN(CC(=O)NCc1ccc(F)cc1)C(=O)c1csnn1
-1,C=C(C)c1cccc(C(C)(C)NC(=O)NCc2ccc(OC)cc2)c1
-2,O=C(/C=C/c1ccc(-c2ccccc2)cc1)NC1=NCCS1
0,Cc1ccc2nc(/C(C#N)=N/O)[nH]c2c1
4,CN=C(NC#N)SCC(=O)c1ccc(Cl)cc1Cl
0,O=C(C1CC1)N1CCN=C1SCc1cccc(F)c1
3,CCCC(C)C(=O)NC1CCCCN(Cc2ccc(C)cc2)C1=O (stereo not given)
0,COc1ccc(CN2C(=O)c3ccccc3C2c2nnnn2C(C)C)cc1 (stereo not given)
2,CN(n1cnc2ccccc2c1=O)S(C)(=O)=O
-1,Cc1cccc(CC(=O)N2CCOCC2)c1
-1,C#CCN1C=CC(=O)[C@@H](OC(=O)Nc2ccc(C)cc2)[C@H]1c1ccccc1Br
-1,CC(=O)c1ccc(N2CCN(C(=O)C3CCN(S(=O)(=O)Cc4ccccc4)CC3)CC2)cc1
-1,COCC(=O)N1C[C@H]2CON(C)[C@H]2C[C@H]1c1cccc(-c2ccc(C#N)cc2)c1
-1,COC(C/C=C\[C@H](O)[C@@H](C)OCc1ccccc1)OC
4,NC(=O)c1ccccc1-c1noc(-c2ccccc2F)n1
1,C/C(=C\[C@@H](NP(=O)(c1ccccc1)c1ccccc1)c1ccccc1)CO[Si](c1ccccc1)(c1ccccc1)C(C)(C)C
2,CC(=O)Nc1nc2ccccc2n1CCN1CCOCC1
0,CN(CC(=O)Nc1cccc(F)c1)C(=O)c1ccc2c(c1)CC(c1ccccc1)OC2=O (stereo not given)
5,CC(OC(=O)c1cnccn1)C(=O)Nc1nc(-c2cccc([N+](=O)[O-])c2)cs1 (stereo not given)
3,COc1ccc(-c2ccc(C(=O)NCc3ccc(C(F)(F)F)cc3)c3occc23)c(C)c1
7,CC(=O)C1C(c2ccc(F)c(F)c2)NC(=O)NC1(O)C(F)(F)F (stereo not given)
-3,CN1C(=O)/C(=C/c2ccc(OCc3cccc(F)c3)cc2)NC1=S
-1,O=C(CCCc1nc(-c2ccc(Cl)cc2)no1)Nc1cccnc1

(next part)
TbREL1 inh,canonical_smiles
5,O=C(Cn1cc2c(n1)CCCC2)NCCCN1CCN(c2ccccc2F)CC1
2,Cc1ccc(-n2c(SCC(=O)OC(C)C)nnc2-c2ccccn2)cc1
-4,COc1ccc(NCc2cc3ccccc3[nH]c2=O)cc1
1,COc1ccc(NC(=O)CC2SC(=Nc3ccccc3)NC2=O)c(OC)c1 (stereo not given)
1,COc1ccc(NC(=O)N2C3CCCC2CC(NC(=O)c2ccccc2)C3)cc1 (stereo not given)
-7,CCOc1ccc(-c2nnn(CC(=O)NCCc3c[nH]c4ccccc34)n2)cc1
-4,CN1CCN(C(=O)/C(=C/c2cn(S(=O)(=O)N(C)C)c3ccccc23)NC(=O)c2ccccc2)CC1
0,CCC(C)[C@H](NC(=O)NCC1CCCO1)C(=O)OC (stereo not given in full)
5,Cc1ccccc1CN1CCCCC(NC(=O)c2ccc(F)cc2F)C1=O (stereo not given)
-3,CCN(CC)CCCN1C(=O)C(=O)/C(=C(/O)c2ccc3c(c2)OCCO3)C1c1ccco1 (stereo not given)
3,CC1CC(C(F)(F)F)n2nc(C(=O)O)cc2N1 (stereo not given)
-1,Cc1cc(C)n(-c2nc(Nc3ccccc3C(F)(F)F)nc(-n3nc(C)cc3C)n2)n1
-5,CC(=O)N(c1ccccc1C)S(=O)(=O)c1ccc(Cl)cc1
-2,CCCc1ccc(OCc2ccc(C(=O)N3CCN(c4ccccn4)CC3)o2)c(OC)c1
3,Cc1cc(SCC(=O)O)nc2ccccc12
0,CN(C(=O)CN1C(=O)NC2(CCCc3ccccc32)C1=O)C1CCCCC1 (stereo not given)
-4,Cc1ccc(N2C(=O)CC(Sc3ncn[nH]3)C2=O)cc1 (stereo not given)
-4,CN(C)CCN(C(=O)CCS(=O)(=O)c1ccccc1)c1nc2cc3c(cc2s1)OCO3
-1,Cc1ccc2c(c1)c(C)c(C)n2CC(O)CN1CCOCC1 (stereo not given)
1,COc1ccccc1CN1C(=O)C(C)ON=C1c1ccccc1F (stereo not given)
-5,CCC(COC(=O)Nc1ccccc1)NC(=O)OC(C)C (stereo not given)
-2,C=CCN1C(=O)/C(=C2/Sc3ccc(OC)cc3N2C)SC1=NCc1ccccc1
2,CSc1ccccc1-c1nnc(-c2ccccc2)o1
1,O=C(CC12CC3CC(CC(C3)C1)C2)NC(=S)NCc1ccccc1
1,O=C1c2ccccc2NC(c2ccc([N+](=O)[O-])cc2)N1O (stereo not given)
1,CC(C)C(=O)N1CCC1(C)C(=O)NS(=O)(=O)c1cccs1 (stereo not given)
-2,CC12CC(O)C3c4ccc(O)cc4CCC3C1CCC2=O (stereo not given)
0,CC(C)N(C(=O)[C@H]1CC(CC(=O)NCc2cccc(C(F)(F)F)c2)C(=O)N2CCc3c([nH]c4ccccc34)[C@]12C)C(C)C (stereo not given in full)
3,C=CCn1c(SCC(=O)N(CC)C2CCS(=O)(=O)C2)nnc1-c1ccccc1 (stereo not given)
-2,CC(C)CCNC(=O)NC(=O)COC(=O)c1cc(S(=O)(=O)N2CCOCC2)ccc1N1CCCCC1

Arranged by SMILES length (falling): five of the compounds above.
TbREL1 inh,canonical_smiles
-7,CCOc1ccc(-c2nnn(CC(=O)NCCc3c[nH]c4ccccc34)n2)cc1
1,CC(C)C(=O)N1CCC1(C)C(=O)NS(=O)(=O)c1cccs1 (stereo not given)
0,CCC(C)[C@H](NC(=O)NCC1CCCO1)C(=O)OC (stereo not given in full)
-2,CC12CC(O)C3c4ccc(O)cc4CCC3C1CCC2=O (stereo not given)
3,Cc1cc(SCC(=O)O)nc2ccccc12

(next part)
TbREL1 inh,canonical_smiles
2,Cc1cccc(N(CC(=O)NC2CCCC2)C(=O)CCCC(=O)Nc2ccccn2)c1
-1,O=C(CCc1nc2ccccc2[nH]1)Nc1ccc2c(c1)OCO2
7,O=C(COC(=O)c1ccccc1Br)Nc1ccc2[nH]c(=O)[nH]c2c1
-1,COc1ccc2[nH]c3c(c2c1)CCN[C@]31C(=O)N(C)c2ccc(Br)cc21
-4,Cc1noc(C)c1COc1ccc(C(=O)Nc2nnc(CC(C)C)s2)cc1
-2,CCN(C(=O)COC(=O)CNC(=O)c1ccc2ccccc2c1)C1CCS(=O)(=O)C1 (stereo not given)
1,CC1CCc2c(C(=O)Oc3cccc(-n4cnnn4)c3)csc2C1 (stereo not given)
2,C=CCn1c(N)c(C(=O)Nc2ccc(C)c(C)c2)c2nc3ccccc3nc21
0,O=C(Nc1ccc(-n2nncc2-c2ccco2)cc1)c1cccc(F)c1
-1,COCCN(CCOC)C(=O)[C@@H](Cc1ccccc1)NC(=O)[C@H]1O[C@@H](n2ccc(N)nc2=O)[C@H](O)[C@@H]1O
-1,CC1=C(C(=O)N(C(C)C)C(C)C)CC(CC(=O)NC(c2ccccc2)c2ccccc2)C(=O)N1CCC1=CCCCC1 (stereo not given)
1,COc1ccc(C(=O)c2c3ccc([N+](=O)[O-])cc3[n+]([O-])n2CCCC(N)=O)cc1
2,CC(=O)c1cccc(NC(=O)Cn2cc3c(n2)CCCC3)c1
-1,CC1(C)Oc2ccc(C(=O)N3CCCC3)cc2N(CC(=O)NCc2ccccc2)C1=O
0,CC(C)CCN1C(=O)c2ccccc2C1c1nnnn1C(C)C (stereo not given)
4,CCC(C)N(C(=O)COC(=O)c1nc2nc(C)cc(C)n2n1)C1CCS(=O)(=O)C1 (stereo not given)
0,COc1ccccc1/C=C(/NC(=O)c1ccc(Cl)cc1Cl)C(=O)O
7,Cc1ccc(NC(=O)c2cnccn2)c(OC(F)F)c1
-4,S=C(c1c[nH]c2ccccc12)N1CCOCC1
1,Cc1cc(C)c(NC(=O)/C(C#N)=C/c2ccc(OCc3ccc(F)cc3)cc2)c(C)c1
-1,O=C(Nc1cc(S(=O)(=O)N2CCOCC2)ccc1Cl)c1ccc(=O)[nH]c1
1,O=C(O)C1(c2ccccc2)CCN(S(=O)(=O)c2cccs2)CC1
7,NC(=O)c1ccsc1NC(=O)c1ccc([N+](=O)[O-])o1
-4,Cc1ccc(C)c(CN2CCC(n3nccc3NC(=O)CCCc3ccccc3)CC2)c1
-1,CCc1c(C2(O)CCCCC2)[nH]c2ccc(C(F)(F)F)cc12
-1,O=C(Nc1cccc(S(=O)(=O)NC2=NCCC2)c1)c1ccc(F)cc1
-5,CC(CCN1CCN(c2ccccc2)CC1)c1ccccc1 (stereo not given)
-1,CCN(CC)S(=O)(=O)c1cccc(NC(=O)c2ccc(Sc3nncn3C)c([N+](=O)[O-])c2)c1
4,N=c1c2c3c(sc2ncn1CCCO)CCCC3
1,COc1cccc(N2C(=O)CC(N3CCC(C(N)=O)(N4CCCCC4)CC3)C2=O)c1 (stereo not given)
0,Cc1c(O)ccc(-c2[nH]ncc2-c2nc3ccccc3s2)c1O
0,O=C(COc1ncnc2ccc(Br)cc12)NCc1ccco1
0,CC1CCCCC1NCC(=O)Nc1ccccc1-c1ccccc1 (stereo not given)

Part of the list above, with each value named:
> CC(=O)c1cccc(NC(=O)Cn2cc3c(n2)CCCC3)c1
  TbREL1 inh: 2

> COc1ccccc1/C=C(/NC(=O)c1ccc(Cl)cc1Cl)C(=O)O
  TbREL1 inh: 0

> O=C(COC(=O)c1ccccc1Br)Nc1ccc2[nH]c(=O)[nH]c2c1
  TbREL1 inh: 7

> NC(=O)c1ccsc1NC(=O)c1ccc([N+](=O)[O-])o1
  TbREL1 inh: 7

High-throughput results (PubChem BioAssay)
